HT1080-NT tox – kills 2HG-producing HT-1080-NT fibrosarcoma cells. Potency, µM (series often up to 46.1 µM), inactives show top-dose activity, negative = less viability, usual class: cytotoxic. HT-1080-NT fibrosarcoma viability, CellTiter-Glo ATP luminescence, 48 h. 360,000 compounds, 1.6% hits;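 also: NT is the 2HG producing partner of a matched IDH1 knockdown line; potency is read from the fitted curve at half-maximal effect; 0% = DMSO-treated cells and -100% = media-only wells without cells; nearly all actives have a fitted effect of over 55% in size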
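Viability of the 2HG-overproducing fibrosarcoma line after 48 hours of compound exposure at 37 degrees C was determined by luminescence with CellTiter-Glo, and concentration-effect curves were then fitted and categorized.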
MCF10A rerep – induces DNA re-replication in MCF 10a normal breast cells. 350,000 compounds, 2.9% hits. AID 624296. MCF 10A DNA re-replication, Hoechst nuclear intensity, 48 h. Potency, µM (series often up to 46.1 µM), inactives show at the top dose activity, positive = re-replication, hits mostly activators; also: potency is read from the fitted curve at half-maximal effect; % of control where 0% means no effect; nearly all actives have a fitted effect of over 50% in size
HepG2 tox – kills HepG2 cells in TGF-b inhibitor counter-screen; HepG2 CAGA-GFP viability, ATP luminescence, 18 h; Potency, µM (series often up to 46.1 µM), inactives show at the highest dose activity change, negative = cytotoxicity, usual class: cytotoxic; 410,000 compounds, 0.76% hits; also: potency is read from the fitted curve at half-maximal effect; some results filed as inactive show a strong effect at the top dose
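HepG2 CAGA-GFP cells (1000/well, DMEM with 1% FBS) received compound, then TGF-beta at 500 pg/mL final, and were incubated 18 hours at 37 degrees C. Viability was read by CellTiter-Glo luminescence. Media-only wells were set as complete cell-killing and DMSO as no toxicity.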
SW480 rerep – induces DNA re-replication in SW480 colon adenocarcinoma cells; SW480 DNA re-replication, Hoechst DNA content imaging, 48 h; Potency, µM (titrated, usually from 46.1 µM), inactives show at the top dose re-replication activation, actives largely listed as activators; 340,000 compounds, 1.8% hits; AID 624297; also: potency is read from the fitted curve at half-maximal effect; % of control where 0% means no effect; nearly all actives have a fitted effect of over 55% in size
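Treated cells incubate 48 hr (37 C, 5% CO2), are stained 40 min with Hoechst, and nuclear fluorescence is enumerated; a rise in nuclei with high DNA signal marks re-replication.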
KB-3-1 tox – KB-3-1 parental cell cytotoxicity; KB-3-1 viability, CellTiter-Glo ATP luminescence, 72 h; Potency, µM (titrated, usually from 46.1 µM), for the others: at the highest dose activity change, negative = cytotoxic, hits mostly cytotoxic; 400,000 compounds, 1.4% hits; AID 1347075; also: potency is read from the fitted curve at half-maximal effect; % is scaled to controls: 0 for no effect and ±100 for the full control effect; nearly all actives have a fitted effect of over 60% in size
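Cells are dispensed, compounds pinned in, plates held at 37 °C for 72 h, then CellTiter-Glo is added and luminescence read after 10 minutes. Cell line: parental KB-3-1 in phenol-red-free DMEM, 10% FBS.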
ATXN2 expr inh – ATXN2 expression inhibition; HEK-293 ATXN2-luciferase reporter, luminescence, 24 h; Potency, µM (highest dose often 57 µM), for inactives: at the top dose activity change, negative = inhibition, actives largely listed as inhibitors; 360,000 compounds, 0.72% hits; also: potency is read from the fitted curve at half-maximal effect; % is scaled to controls: 0 for no effect and ±100 for the full control effect; nearly all actives have a fitted effect of over 55% in size
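qHTS (up to 57 uM final) was run with 24 h compound exposure of reporter cells at 37 °C. Each well was multiplexed: SteadyGlo luminescence measured ATXN2-luciferase expression after a fluorogenic Gly-Phe-AFC viability readout (25 uM final).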
HT1080 IDH1KD tx – toxicity to HT-1080 IDH1 knockdown cells (counter line) | HT-1080 IDH1 knockdown viability, ATP luminescence, 48 h | Potency, µM (highest dose often 46.1 µM), inactives show at the top dose activity, negative = toxicity, actives largely listed as cytotoxic | 360,000 compounds, 2% hits;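 also: potency is read from the fitted curve at half-maximal effect; 0% = DMSO wells and -100% = cell-free medium wells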
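Knockdown cells (IDH1KD HT-1080) received compounds 2 h after plating at 750 cells/well and were kept 48 h at 37 °C in 5% FBS RPMI. A CellTiter-Glo luminescence read gave % activity for curve fitting.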
ATXN viability – viability counter-screen for ATXN expression inhibitors | S2 cells (HEK-293 line with an ATXN2-luciferase reporter) viability, CellTiter-Fluor protease fluorescence, 24 h | Potency, µM (top dose mostly 56.7 µM), hits mostly cytotoxic | 400,000 compounds, 0.49% hits | AID 651635; also: potency is read from the fitted curve at half-maximal effect; nearly all actives have a fitted effect of over 40% in size
IL-1B inflam inh – blocks inflammasome-driven IL-1 beta release; 360,000 compounds, 4.7% hits; AID 743279; activity change, % at 57.5 µM; THP-1 LPS/ATP IL-1B secretion, AlphaLISA, 16 h; active compounds read low; in the data active = activity change below about -50%; inconclusive = mostly about -30% to -49%; also: % is scaled to controls: 0 for no effect and ±100 for the full control effect
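THP-1 cells pretreated 1 hr with compounds (up to 57.5 uM final), then stimulated with LPS (250 ng/mL final) plus ATP (1.25 mM final); secreted IL-1B measured by AlphaLISA after 16 hr, decreased signal indicating inhibition.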
Active calls of the source: *; i = inactive; ? = inconclusive; · = not tested or not shown; & = joins results of further samples; [ ] = dose if it differs, or a comment. Unless noted, calls follow the shape of the dose curve; as a rule, active = well fitted curve in the direction sought with a large enough effect; inconclusive = small, poorly fitted or top-dose-only effect, or another doubt; inactive = no such curve, though single readings can be large; an effect the other way counts as inactive or inconclusive.

The line under a structure holds: HT1080-NT tox | MCF10A rerep | HepG2 tox | SW480 rerep | KB-3-1 tox | ATXN2 expr inh | HT1080 IDH1KD tx | ATXN viability | IL-1B inflam inh
1	CCO[C@@H]1OC(C(=O)Nc2ccccc2)=C[C@H](C2CC2)[C@H]1CCCO
    9% | 4% | -2% | 0% | 7% | 7% | 21% | i | 6
2	O=C(COC(=O)c1n[nH]c2ccccc12)Nc1ccccc1Br
    -5% | 1% | -29% | 6% | -4% | 10% | -12% | i | 22
3	N#Cc1c(N2CCCC2)nsc1-c1ccccc1
    -5% | 9% | 4% | 2% | -21% | 108%[activator] | -4% | i | -2
4	CCCCn1c(CCNC(=O)CCC)nc2ccccc21
    11% | 12% | -7% | 2% | -3% | 15% | 4% | i | -5
5	Nc1nc(OCC2CCCCC2)c2[nH]cnc2n1
    ? | ? | -25% | -19% | -9% | 14% | ? | i | -28
6	CCN(CC)P(=O)(Nc1ccc(SC(F)F)cc1)c1ccc(N(C)C)cc1NC(=O)c1ccco1 (stereo not given)
    ? | 15% | 0% | -1% | ? | 3% | -27% | ? | -50*
7	Cc1ccc(C(=O)Nc2nc(=O)n(C(=O)CC(C)C)s2)cc1
    0% | 0% | -11% | -2% | 6% | ? | -6% | i | -5
8	Cc1ccc(NS(=O)(=O)c2cc(-c3cnc(C4CC4)o3)ccc2C)cc1Cl
    · | · | 11µM* | · | ? | -8% | · | i | ·
9	Cc1ccc2nc(SCC(=O)NCCCN3CCCC3=O)[nH]c2c1
    0%[9.24 µM] | 0% | -10% | -23% | 20% | 8% | 7% | i | 10
10	CCc1ccc(OCc2nnc(SCC(=O)Nc3cccc(C(=O)N4CCOCC4)c3)o2)cc1
    -8% | 4% | -15% | -6% | 5% | · | 2% | i | -11
11	Cc1ccc(S(=O)(=O)N2CCN3CCCC3C2)cc1 (stereo not given)
    12% | 9% | -54% | -6% | 2% | · | 11% | i | 33
12	O=C(NCCSCc1c(F)cccc1Cl)c1ccc(CN2CCOCC2)cc1
    16% | ? | -3% | 2% | ? | -5% | 9% | i | 26
13	c1ccc(CSc2nnc(-c3ccco3)n2Cc2ccco2)cc1
    1% | -1% | 3% | -1% | ? | 28% | -2% | i | 4
14	Cc1ccccc1NC(=S)/C(=C(\[O-])c1cc(C)n(Cc2ccccc2Cl)c1C)[n+]1ccccc1
    -22% | -26% | 0% | 4% | -12% | -29% | -10% | i | ?
15	Cc1sc2ncnc(NCC3COc4ccccc4O3)c2c1C (stereo not given)
    -14% | ? | -31% | ? | -7% | ? | ? | i | -3
16	Cc1sc(NC(=O)/C=C/c2ccco2)c(C(=O)OC(C)C)c1C
    12% | 1% | 18% | -4% | -4% | 3% | 16% | · | 25
17	COc1cccc(NC(=S)NC2CC3CCCC(C2)N3C2CCCC2)c1 (stereo not given)
    -12% | 8% | 6% | 0% | 3% | · | -6% | i | -17
18	Cc1cc(C)nc(SCc2nnc(SCC(=O)Nc3nc(-c4ccccc4)cs3)n2-c2ccccc2)n1
    4% | 12% | -2% | -1% | -5% | -3% | 4% | i | 0
19	CCOc1nc(NCCN2CCOCC2)nc(NC(C)C)n1
    0% | -5% | -17% | -7% | -3% | -11% | -4% | i | -6
20	COc1cc(OC)c2c(-c3ccccc3)cc(=O)oc2c1C(CC(=O)N1CCCC1)c1ccc2c(c1)OCO2 (stereo not given)
    -10% | ? | 6%&1% | -5% | -16% | ? | -14% | ? | ?
21	Cc1ccc(O)c(NC(=O)CN(C)S(=O)(=O)c2ccc(Cl)cc2)c1
    1% | -3% | -13% | 0% | 5% | 0% | 2% | i | 5
22	Cc1ccccc1CN(C)C[C@H]1OCc2cnnn2CCCC(=O)N([C@@H](C)CO)C[C@@H]1C
    -2% | · | -2% | · | 8% | 3% | 1% | i | 29
23	COc1ccc(NC(=O)c2cccs2)cc1
    -8% | 0% | -29% | -6% | -13% | 26% | -5% | i | -1
24	CC(=O)CC1(C)OC(N)=C(C#N)C1(C#N)C#N (stereo not given)
    8% | 10% | -38% | 0% | -9% | -1% | 10% | i | 5
25	CCN(Cc1ccccc1)S(=O)(=O)c1cc(C(=O)OC)n(C)c1
    3% | 1% | -30% | -7% | -6% | 7% | -2% | i | 47
26	O=C1NC(Cc2ccc(O)cc2)c2nc3ccc(Br)cc3c(=O)n2-c2ncccc21 (stereo not given)
    -23% | · | -21% | · | -4% | -2% | -29% | i | 21
27	CCN(CC)CCc1nc(-c2ccccc2)no1
    -20% | -12% | -1% | 1% | -13% | 5%&7% | 3% | i | -14
28	Cc1ccc2c(c1)-c1c(ssc1=S)C(C)(C)N2C(=O)CN1C(=O)c2ccccc2C1=O
    -4% | -6% | 0% | -4% | -12% | -10% | -3% | ? | 10
29	Cc1ccc(CNC(=O)C2CCCN(S(=O)(=O)c3ccc4c(c3)oc(=O)n4C)C2)cc1 (stereo not given)
    · | · | -5% | · | -3% | 7% | · | i | ·
30	COc1ccccc1Nc1ncnc2sccc12
    0% | 14% | -6% | 3% | -2% | 4% | -1% | i | 9
31	Cc1cc(NC(=O)CSc2nnc(C3COc4ccccc4O3)o2)no1 (stereo not given)
    14% | 0% | 1% | -6% | 9% | -5% | 1%[9.24 µM] | i | 24
32	CCc1ccc(C2CC(=O)N(c3cccc(C(F)(F)F)c3)C3=C2C(=O)OC3)cc1 (stereo not given)
    · | · | -16% | · | 20% | -13% | · | i | ·
33	Cc1c(CCC(=O)NCCc2ccccc2F)c(=O)oc2cc(O)ccc12
    · | · | -6% | · | 2% | -12% | · | ? | ·
34	Cc1cnc(C(=O)OCC(=O)Nc2ccccc2-c2ccccc2)cn1
    -4%[9.24 µM] | 0% | -7% | -2% | ? | -18% | ? | i | -3
35	O=C(COc1ccccc1)NC1CCCc2ccccc21 (stereo not given)
    -1% | 13% | 2% | -3% | 6% | -8% | 2% | i | 5
36	O=C1CC(C(=O)N2CCN(c3ccccc3)CC2)CN1Cc1ccccc1 (stereo not given)
    5% | ? | 2% | -4% | · | 2% | 5% | i | 2
37	Cn1c(O)c(C2=c3ccccc3=NC2=O)[nH]c1=S
    -9% | 0% | -13% | -7% | -6% | -14% | -9% | i | 10
38	Cc1ccc(/C=N/NC(=O)Cn2nccc2C)o1
    0% | 0% | -44% | -8% | 0% | 2% | -2% | i | -14
39	Cc1ccc(C(C)C)c(OCC(=O)N/N=C/C2CCCCC2)c1
    8% | 7% | 5% | -9% | -3% | -17% | 18% | i | -2
40	Cc1nc2ccccn2c1C(=O)NC1CCCCC1
    5% | -5% | 3% | -29% | -5% | -5% | 5% | i | 8
41	COc1cccc(NC(=S)N(CCc2c(C)[nH]c3ccc(C)cc23)Cc2cccs2)c1
    -4% | -2% | -12% | ? | 16µM* | ? | -29% | ? | 13
42	O=C(NC1CCCc2ccccc21)c1c(F)cccc1Cl (stereo not given)
    2% | 3% | -13% | 4% | 9% | 0% | 3% | i | 2
43	O=[N+]([O-])c1cccc2c(N3CCCC3)ccnc12
    -27% | ? | 5.6µM* | ? | -9% | ? | ? | i | -64*
44	O=C1CCc2cc(S(=O)(=O)Nc3ccccc3)cc3c2N1CC3
    4% | 18% | 9% | -5% | -13% | 8% | -13% | i | 23
45	Nc1c(C(=O)c2ccc3c(c2)OCO3)sc(Nc2ccccc2F)c1S(=O)(=O)c1ccccc1
    · | · | -8% | · | -14% | -5% | · | i | ·
46	CS(=O)(=O)C1=NSC2=NC(=O)/C(=C\c3cccn3-c3ccc(Cl)cc3)C(=N)N21
    2% | ? | 4% | -1% | -19% | 6% | 0% | i | 11
47	Cc1ccc2nc(-c3ccc(Cl)c(NC(=O)COc4ccc(C(C)C)cc4)c3)oc2c1
    · | · | -6% | · | -7% | 97%[activator] | · | i | ·
48	CC(=O)OCC(=O)C1(O)CCC2C3CCC4=CC(=O)CCC4(C)C3C(O)CC21C (stereo not given)
    ? | -3% | 4% | ? | 0% | 1% | ? | i | ?
49	OCc1ccccc1NC(=S)Nc1cccnc1
    -4% | ? | -2% | 3% | 4% | 4% | 0% | i | 7
50	CCCCCCNC(=O)CC(NS(=O)(=O)c1ccc(NC(C)=O)cc1)C(C)C (stereo not given)
    ? | -18% | 0% | 3% | 13% | -6% | 0% | i | 78
51	CCCn1c(=O)n(C)c(=O)c2c(SCC(=O)Nc3cc(C)on3)nc(C(C)(C)C)nc21
    -24% | ? | -89% | -3% | ? | -27% | -21% | ? | -10
52	CN(C)CCN1CCN(c2cc(-c3cccc(Cl)c3)nc3ccnn23)CC1
    -16% | · | 5% | · | 0% | -9% | -17% | i | 6
53	O=C1C(=O)N(C2CCN(C(=O)c3ccc(F)cc3)CC2)CCN1Cc1ccc(F)cc1
    · | · | 6% | · | -3% | 5% | · | i | ·
54	CCC(=O)NC(=S)Nc1ccccc1C(F)(F)F
    -3% | 0% | -6% | -5% | 8% | 3% | 0%[9.24 µM] | i | 17
55	Cc1c(C#N)c2ncn(Cc3ccccn3)c(=O)c2n1-c1ccccc1
    -3% | -9% | -39% | -5% | -10% | 11% | 0% | i | -13
56	CCc1ccc(CNc2ccc3c(c2)ncn3C(C)(C)C)cc1
    -17% | ? | -22%&-37% | -3% | 0% | 60%[activator] | -7% | i | -78*
57	O=C(O)c1cccc(NC(=S)N/N=C/c2cccnc2)c1
    7% | -1% | 1% | -3% | -2% | 12% | 18% | i | 29
58	CC1(C(=O)Nc2ccc3c(c2)OCCO3)CC1(Cl)Cl (stereo not given)
    ? | 0% | 2% | -3% | 5% | 44%[activator] | 15% | i | 1
59	O=C(NC1CCCCCC1)C1CCN(c2nc3ccccc3o2)CC1
    -1% | 14% | -25% | -4% | -22% | ? | 8% | ? | 18

Compound activity: PubChem, National Center for Advancing Translational Sciences (NCATS)
